MC4R antagonist: MC4R antagonists of cAMP signaling, primary screen, cell-based, TR-FRET, antagonist arm of biased-ligand search. Melanocortin receptor 4 (Homo sapiens), P32245. MC4R-expressing cells, MTII-stimulated cAMP, LANCE TR-FRET. inhibition, % at 6.5 µM. 360,000 tested, 0.48% active;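 active means inhibition above its plate's cutoff, the mean of tested wells on that plate plus 3 SD, cut at about 29% in these data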;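 further: 0% = Melanotan II alone and 100% = Melanotan II plus saturating MCL0020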
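Material – human MC4R-expressing U2OS cells · Repeats – no replicates · Detection – TR-FRET with Eu-cAMP and labeled anti-cAMP, 671 nm · Times – compound 30 min, challenge 1 h, detection 1 h · Compound – single nominal compound dose of 6.5 µM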
MC4R ag barr: MC4R agonists recruiting beta-arrestin, primary screen, cell-based, luminescence, agonist arm of biased-ligand search; Melanocortin receptor 4 (Homo sapiens), P32245; U2OS MC4R beta-arrestin complementation; percent of melanotan II response, DMSO zero; activation, % at 8.9 µM; 360,000 tested, 0.98% active;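 active means activation above a per-plate cutoff, the mean activation of sample wells on that plate plus 3 SD, cut at about 8% in these data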
NOD2-RIPK2 inh: NOD2-RIPK2 binding disruptors in cells, primary screen, fluorescence, CHO cells, BLA complementation | 360,000 tested, 0.38% active | inhibition, % at 4.98 µM | CCF4 ratio | Receptor-interacting serine/threonine-protein kinase 2 (Homo sapiens), O43353; in the data active means inhibition above about 21%;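 further: 0% = vehicle only and 100% = reference blocker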
Target sequence (O43353 whole entry, looked up): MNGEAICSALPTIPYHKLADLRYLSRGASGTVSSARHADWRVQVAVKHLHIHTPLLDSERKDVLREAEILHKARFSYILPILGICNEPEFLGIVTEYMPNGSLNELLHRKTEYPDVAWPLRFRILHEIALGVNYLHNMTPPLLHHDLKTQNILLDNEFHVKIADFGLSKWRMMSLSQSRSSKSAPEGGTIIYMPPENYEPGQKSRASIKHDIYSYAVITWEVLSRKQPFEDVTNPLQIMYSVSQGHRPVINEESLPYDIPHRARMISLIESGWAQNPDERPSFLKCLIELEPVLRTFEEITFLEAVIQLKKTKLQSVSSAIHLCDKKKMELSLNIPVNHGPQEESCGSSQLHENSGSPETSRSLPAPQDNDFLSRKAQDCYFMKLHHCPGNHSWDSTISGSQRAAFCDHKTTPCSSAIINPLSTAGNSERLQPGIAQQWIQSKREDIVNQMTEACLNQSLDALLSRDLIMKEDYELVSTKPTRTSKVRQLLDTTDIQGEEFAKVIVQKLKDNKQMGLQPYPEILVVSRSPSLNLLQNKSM
SRC1 inh: SRC1 coactivator transcriptional activity inhibitors, primary screen, cell-based, luminescence | HEK293 GAL4-SRC1 luciferase reporter | inhibition, % at 3.6 µM | 360,000 tested, 0.12% active | AID 588354, 2011;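 active means inhibition above the campaign mean plus 3 SD, with each screening campaign given its own cutoff, cut at about 60% in these data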;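 further: 0% = DMSO treated cells and 100% = gossypol at 36 µM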
NR2F2 inh: NR2F2 transcriptional activity inhibitors, primary screen, cell-based, luciferase reporter, HEK293T, luminescence | COUP transcription factor 2 (Homo sapiens), P24468 | HEK293T NGFI-A luciferase reporter | inhibition, % at 8.6 µM | 370,000 tested, 0.7% active | AID 686940, 2013;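 active means inhibition above a per-plate cutoff, mean inhibition of test wells between control levels plus 3 SD, cut at about 38% in these data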;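 further: cells cotransfected with COUP-TFII expression vector driving the NGFI-A reporter; 0% = median of COUP-TF2 test wells and 100% = reporter-only cells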
Target sequence (P24468 whole entry, looked up): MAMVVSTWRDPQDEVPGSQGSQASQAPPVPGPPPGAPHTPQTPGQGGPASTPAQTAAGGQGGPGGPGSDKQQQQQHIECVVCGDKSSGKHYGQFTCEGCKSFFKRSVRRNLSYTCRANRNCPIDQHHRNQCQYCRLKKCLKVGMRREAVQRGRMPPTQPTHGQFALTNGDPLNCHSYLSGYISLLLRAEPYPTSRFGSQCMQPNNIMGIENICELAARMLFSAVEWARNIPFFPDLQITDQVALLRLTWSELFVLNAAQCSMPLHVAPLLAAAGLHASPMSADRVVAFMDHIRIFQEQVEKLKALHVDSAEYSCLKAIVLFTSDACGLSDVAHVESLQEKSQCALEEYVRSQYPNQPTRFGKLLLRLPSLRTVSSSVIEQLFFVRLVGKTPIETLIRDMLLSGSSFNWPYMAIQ
LMP1 NFkB inh: EBV LMP1-driven NF-kappaB luciferase reporter inhibitors, primary screen, cell-based, luminescence, single point; 350,000 tested, 0.69% active; LMP1-induced NF-kappaB luciferase reporter cells; inhibition, % at 12.5 µM; AID 504558, 2011; in the data active means inhibition above about 41%;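 further: 0% = neutral control wells and 100% = reference inhibitor control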
SRC3 inh: SRC3 coactivator transcriptional activity inhibitors, primary screen, cell-based, luminescence. Nuclear receptor coactivator 3 (Homo sapiens), Q9Y6Q9. HEK293 GAL4-SRC3 luciferase reporter. inhibition, % at 3.6 µM. 360,000 tested, 0.17% active. AID 588352, 2011;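 active means inhibition above a per-campaign cutoff, the mean of all compounds plus 3 SD, cut at about 60% in these data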;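 further: 0% = DMSO-treated cells and 100% = gossypol-treated cells at 36 µM; higher means less SRC3-driven luciferase light from the GAL4 reporter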
LRH-1 inv ag: LRH-1 (NR5A2) inverse agonists, primary screen, cell-based, luminescence, HEK293T, StAR-luciferase reporter | Nuclear receptor subfamily 5 group A member 2 (Homo sapiens), O00482 | LRH-1 transfected, 24 h | inhibition, % at 3.6 µM | 360,000 tested, 0.13% active;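 active means inhibition above the mean inhibition of all tested compounds plus 3 SD, cut at about 73% in these data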;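 further: 0% = DMSO wells and 100% = reporter-only cells lacking LRH-1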
ABHD5 PLIN5 PPI: ABHD5-PLIN5 interaction inhibitors, primary screen, cell lysate, split luciferase complementation, luminescence; Perilipin-5 (Homo sapiens) + 1-acylglycerol-3-phosphate O-acyltransferase ABHD5 (Homo …; Split G. princeps luciferase complementation, 4 h; inhibition, % at 4 µM; 360,000 tested, 0.78% active; AID 602281, 2012;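 active means inhibition above the mean inhibition across every tested compound plus 3 SD, cut at about 22% in these data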;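 further: 0% = DMSO only wells and the 100% control is not disclosed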
SRC2 inh: inhibition of GAL4-SRC2 driven luciferase reporter, primary screen, SRC2 inhibitor project, cell-based, luminescence | inhibition, % at 9 µM | 370,000 tested, 0.17% active | HEK293 GAL4-SRC2 luciferase reporter | Nuclear receptor coactivator 2 (Homo sapiens), Q15596 | AID 651957, 2012;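 active means inhibition above the mean inhibition of all tested compounds plus 3 SD, set per campaign, cut at about 52% in these data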;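 further: 0% = DMSO treated cells and 100% = cells given Gossypol at 36 µM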
TLR9-MyD88 inh: inhibitors of TLR9-MyD88 association in cells, primary screen, cell-based, CHO, BLA complementation, fluorescence | CCF4 FRET ratio | 340,000 tested, 0.21% active | inhibition, % at 4.98 µM | Toll-like receptor 9 (Homo sapiens) + Myeloid differentiation primary response protein …;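 active means inhibition above the mean over all tested compounds plus 3 SD, cut at about 21% in these data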;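 further: 0% = DMSO only wells and 100% = clavulanate BLA inhibitor control wells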
Numbers without * were called inactive; · = no result given. Only part of the results is shown. The share of hits here may be higher or lower than overall.

Results follow in this order: MC4R antagonist, MC4R ag barr, NOD2-RIPK2 inh, SRC1 inh, NR2F2 inh, LMP1 NFkB inh, SRC3 inh, LRH-1 inv ag, ABHD5 PLIN5 PPI, SRC2 inh, TLR9-MyD88 inh
> CCOC(=O)Cn1ccc(NC(=O)c2ccc3c(c2)OCO3)n1
→ 18.0, -1.2, 6.1, 12.4, -2.8, -15.2, -4.0, -9.8, -1.6, 2.6, -1.9
> CCNC(=O)C1CCCN(C(=O)c2cccc(OC(F)(F)F)c2)CC1 (stereo unspecified)
→ 8.3, -1.7, 6.7, -13.0, 9.6, ·, -1.1, 10.9, 3.4, 7.0, ·
> CCOC(=O)C1CCCN(Cc2ccccc2OCC)C1 (stereo unspecified)
→ 2.3, -2.5, -1.6, 1.3, 10.9, 9.4, 0.9, 4.8, 2.9, -20.2, -0.6
> Cc1ccc(-n2nnnc2SCc2ccc(C(=O)O)cc2)cc1C
→ 1.1, -1.7, 7.8, -4.1, 11.5, -5.3, -10.4, 2.8, 3.0, -7.6, -14.2
> O=CN1N=C(c2ccccc2)CC1c1ccc(Cl)cc1 (stereo unspecified)
→ 15.7, 0.7, 9.8, 5.2, -7.0, -3.5, 4.4, 3.2, -5.8, 5.0, 5.2
> COc1ccc(-n2c(SCC(=O)Nc3cc(C)on3)nc3ccccc3c2=O)cc1Cl
→ 0.9, 2.8, -0.3, -18.1, 15.5, 9.4, 26.3, 11.0, 13.5, 16.7, 3.3
> COc1cc(/C=C2/SC(N)=NC2=O)ccc1Oc1ccc([N+](=O)[O-])cc1[N+](=O)[O-]
→ 6.2, -0.5, 0.2, 8.3, -2.1, 1.2, 0.1, 6.8, 2.0, 15.4, 4.8
> COc1ccc2c(c1)C(=O)C(=O)N2CC1COc2ccccc2O1 (stereo unspecified)
→ -23.6, -2.3, 12.0, 1.8, -12.2, -0.8, -3.5, 9.6, 18.6, 7.8, -0.1
> Cc1ccc(/C=C2\SC(=S)N(CCCC(=O)NNC(=O)c3ccccc3O)C2=O)cc1
→ 5.4, 1.8, -7.6, 52.9, 70.0*, 54.6*, 58.0, 24.0, 1.7, 87.5*, -4.4
> CCN=C1S/C(=C\c2ccc(N3CCOCC3)cc2C)C(=O)N1CC
→ -7.3, -0.6, -16.2, 2.1, -5.8, -2.2, 18.1, 0.1, -1.2, -17.7, 5.2
> Cc1ccc(-c2ccc(CN3C(C)C(=O)N(Cc4cn(CCC5OCCCO5)nn4)CCS3(=O)=O)cc2)cc1 (stereo unspecified)
→ -0.8, 1.5, 0.3, 11.4, 7.2, 3.6, 8.4, 7.7, -5.0, -11.4, -7.2
> Cc1cccc(C)c1OCCSc1n[nH]c(N)n1
→ 13.4, -0.9, -0.2, 0.4, 8.1, -3.0, 9.4, 16.1, 0.9, 15.0, 3.4
> CC(C)c1nnc(NC(=O)C2CCN(c3nc4ccccc4s3)CC2)s1
→ -3.1, -2.0, -2.2, -3.8, -9.5, -1.3, 18.1, 11.2, 0.7, -9.2, -0.2
> CCN(CC)S(=O)(=O)c1ccc(N2CCN(c3ccccc3OC)CC2)c(N)c1
→ -7.3, -0.9, 0.6, 4.7, 48.4*, 22.5, 11.9, 16.0, -1.6, 17.7, -4.4
> Cc1cc(NC(=O)c2c(Br)c(C)nn2C)no1
→ 6.2, -0.3, 7.0, 5.8, 3.5, -8.9, 6.7, 0.6, -3.1, -16.0, 2.9
> CCc1ccc(/C=C/C(=O)c2cc(Br)ccc(=O)c2O)cc1
→ -1.0, 1.5, -4.1, -36.8, -8.5, 30.9, -46.6, -32.8, 30.3*, -13.5, 4.3
> O=C(O)CNc1ccc(S(=O)(=O)C(F)(F)F)cc1[N+](=O)[O-]
→ 1.4, -1.6, -6.4, -14.1, -0.8, -0.4, 15.4, 19.1, 4.7, -42.0, -8.3
> Cc1nc(-c2cccc(S(=O)(=O)N3CCCC(C)C3)c2)cs1 (stereo unspecified)
→ 7.7, 0.3, -16.0, -5.7, -6.5, 5.5, 12.0, 14.7, -0.5, -6.7, -2.6
> N#Cc1c(-c2ccc([N+](=O)[O-])cc2)nc2n(c1=O)CCS2
→ 3.1, -3.0, -1.8, -2.7, 10.9, 1.2, -7.7, 18.5, -0.2, 0.0, 5.8
> COc1ccc(-c2ccccc2)cc1NCc1ccc(OC)c(OC)c1
→ -6.0, -1.5, -8.2, 7.7, -8.3, -3.0, 11.4, 15.2, 1.0, 14.3, 1.1
> COc1ccc(CCNC(=O)CSc2nnc(-c3ccc(F)cc3)o2)cc1OC
→ 6.4, -0.7, -3.2, 0.0, 9.3, 2.6, 2.4, 12.0, -9.7, -5.2, 1.2
> Cc1cc(NC(=O)COC(=O)c2ccccc2Cl)no1
→ 4.6, -3.8, -5.2, 9.4, 4.5, 4.0, 12.6, 8.1, 4.7, -9.4, -8.9
> COc1ccc(/C=C/C(=O)NCC(=O)N/N=C(/CCC(=O)O)c2ccccc2)cc1
→ 11.7, 1.7, 2.8, 6.4, 7.7, -2.8, 14.2, 1.7, 0.0, -43.2, -1.8
> CC(=O)N1N=C(c2ccccc2)OC1c1ccc([N+](=O)[O-])s1 (stereo unspecified)
→ -5.8, -0.6, 1.6, 4.0, ·, -19.0, 13.4, 18.3, -2.0, ·, 4.6
> CC(C)N(C(=O)C[n+]1ccsc1N)c1ccccc1
→ 22.2, -0.7, -5.2, -0.5, 8.5, -2.5, 7.4, 1.6, 0.1, -17.9, 3.0
> O=C(Nc1ccc(N2CCOCC2)cc1N1CCOCC1)c1ccc(Br)cc1
→ 9.7, -4.0, -5.7, -55.2, 4.7, 0.7, 14.4, 5.7, 3.0, 18.9, 2.8
> CN1C(=S)SC(N2OC3C(=O)N(c4ccccc4)C(=O)C3C2c2ccc(Cl)cc2)C1(C)C (stereo unspecified)
→ 13.5, -0.3, -1.6, -2.2, -8.3, -6.3, 14.5, 0.5, 3.3, -15.5, -3.3
> CCN(CC)C(=O)[C@H]1C[C@H](CC(=O)NCCCOC)C(=O)N2CCc3c([nH]c4cc(CCC(=O)N(C)C)ccc34)[C@]12C
→ -0.5, -3.1, -4.3, 5.4, -3.5, 0.0, 5.3, -5.4, -12.8, 20.2, -0.5
> CN(c1ccccc1C(=O)Nc1ccccc1C(=O)NCc1ccco1)S(C)(=O)=O
→ -5.7, 2.9, -2.6, -11.1, 15.0, 5.4, 5.8, 10.7, 9.7, -15.9, -7.6
> N=C1C(c2nc3ccccc3s2)=C(O)CN1Cc1ccccc1
→ -9.4, 0.0, -4.9, -45.2, -30.2, -3.6, -48.1, -36.5, -1.3, -55.5, 8.8

Exported as tab-separated lines: entries from further up.
Structure	MC4R antagonist	MC4R ag barr	NOD2-RIPK2 inh	SRC1 inh	NR2F2 inh	LMP1 NFkB inh	SRC3 inh	LRH-1 inv ag	ABHD5 PLIN5 PPI	SRC2 inh	TLR9-MyD88 inh
CC(C)N(C(=O)C[n+]1ccsc1N)c1ccccc1	22.2	-0.7	-5.2	-0.5	8.5	-2.5	7.4	1.6	0.1	-17.9	3.0
Cc1ccc(/C=C2\SC(=S)N(CCCC(=O)NNC(=O)c3ccccc3O)C2=O)cc1	5.4	1.8	-7.6	52.9	70.0*	54.6*	58.0	24.0	1.7	87.5*	-4.4
Cc1ccc(-c2ccc(CN3C(C)C(=O)N(Cc4cn(CCC5OCCCO5)nn4)CCS3(=O)=O)cc2)cc1 (stereo unspecified)	-0.8	1.5	0.3	11.4	7.2	3.6	8.4	7.7	-5.0	-11.4	-7.2
CCOC(=O)C1CCCN(Cc2ccccc2OCC)C1 (stereo unspecified)	2.3	-2.5	-1.6	1.3	10.9	9.4	0.9	4.8	2.9	-20.2	-0.6
COc1ccc(-c2ccccc2)cc1NCc1ccc(OC)c(OC)c1	-6.0	-1.5	-8.2	7.7	-8.3	-3.0	11.4	15.2	1.0	14.3	1.1

The list goes on:
Results follow in this order: MC4R antagonist, MC4R ag barr, NOD2-RIPK2 inh, SRC1 inh, NR2F2 inh, LMP1 NFkB inh, SRC3 inh, LRH-1 inv ag, ABHD5 PLIN5 PPI, SRC2 inh, TLR9-MyD88 inh
> O=C(CSc1ncnc2nc[nH]c12)c1ccccc1
→ -2.6, -0.5, 2.7, -58.2, -40.6, -12.9, -16.1, -50.8, 0.4, -28.2, 4.1
> CC(C)Oc1ccc(CNC2CCOC(C)(C)C2)cc1 (stereo unspecified)
→ 12.4, 0.1, -8.7, -0.4, 5.8, -1.3, 17.1, 5.6, -6.8, 7.5, -5.1
> CC(=O)c1ccc2c(c1)CC1(C2)Cc2cc3c(cc2C1)C(=O)CC3 (stereo unspecified)
→ -6.7, -0.2, -4.9, -0.5, 6.4, 4.6, -17.4, 7.5, -2.7, -1.7, -7.3
> CCc1ccc(OCc2nnc(SCC(=O)NC3CCCCC3)o2)cc1
→ 5.3, -1.2, -2.7, -19.8, 3.2, -21.1, -19.3, -22.3, -5.1, -8.6, -0.3
> Cc1cc(=O)n2nc(N3CCCC3C(=O)NCCCN3CC(C)CC(C)C3)sc2n1 (stereo unspecified)
→ 0.7, -0.2, 3.1, -1.0, 6.8, 1.4, -6.3, -11.4, -2.5, -0.8, -6.1
> CCOC(=O)CCCCC(=O)c1[nH]c(=O)[nH]c1Cn1ccnc1
→ 10.1, 0.1, -0.3, -2.9, -9.2, 3.9, 9.0, 10.8, 3.6, 5.4, -2.2
